# SUMO Mot1 rescue = inhibitors of SUMOylation pathway: yeast Mot1-301 growth rescue; S. cerevisiae Mot1-301 growth rescue, ATP luminescence, 38.5C; percent above DMSO median, 100 means doubled; hit rate 1% among 320,000; growth rescue, % at 18.8 µM; AID 2716;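 active = every valid replicate shows activation above 250% relative to neutral control wells; inactive = the rest, any valid replicate at or below 250%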;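 also: OY570 slx delta 5 strain wells were the positive control but not used for scaling; some compounds called inactive have numbers as strong as hits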
# HTR5A inv ctr = HTR5A inverse agonism, opioid heterodimer counter-screen; HTR5A cell line, luminescence; inhibition, % at 9.3 µM; hit rate 0.083% among 340,000; AID 504634; in the data active = inhibition mostly above about 23%, no sharp cut-off; inactive = mostly below about 18%;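 also: 0% = cells with DMSO and 100% = no-cell wells with DMSO; some compounds called inactive have numbers as strong as hits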
# HTR5A ag ctr = counter-screen for OPRM1-OPRD1 agonists: human HTR5A agonism; P47898; HTR5A agonist assay, luminescence, cell-based; activation, % at 9.3 µM; hit rate 0.61% among 340,000; in the data active = activation mostly above about 9.5%, no sharp cut-off; inactive = mostly below about 7.6%;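 also: 0% = cells with vehicle only and 100% = reference agonist; strong numbers were not always called active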
# phage Ecoli inh = E. coli growth loss with phage present | growth absorbance | inhibition, % at 11.9 µM | hit rate 0.26% among 360,000 | AID 651602; in the data active = inhibition above about 11%
# MOR-DOR ag = OPRM1-OPRD1 heterodimerization agonism; activation, % at 9.3 µM; hit rate 0.3% among 340,000; cells, luminescence; P35372+P41143; in the data active = activation above about 18%;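 also: 0% = vehicle-treated cells and 100% = reference agonist; values of inactives mirror those of a sister screen read the other way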
# AddAB inh = less growth of phage-infected E. coli with AddAB | E. coli expressing H. pylori AddAB, absorbance growth | inhibition, % at 11.9 µM | hit rate 0.29% among 330,000 | AID 435030; in the data active = inhibition above about 12%;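 also: 0% = vehicle wells of infected cells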
# PfHsp90 yeast 2 = reduces growth (ATP signal) of yeast expressing P. falciparum Hsp90; S. cerevisiae expressing PfHsp90, BacTiter-Glo ATP, 48 h; yeast lacking PDR1 and PDR3 efflux regulators; inhibition, % at 9.4 µM; hit rate 0.32% among 310,000; AID 504621;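 active = every replicate shows inhibition above about 80%, whatever the replicate mean, limit read from the data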;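 also: 0% = DMSO neutral controls and 100% = 20 µM radicicol positive controls; yeast relying on Plasmodium falciparum Hsp90 in place of its own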
# Pemphigus Ab inh = inhibitors of pemphigus antibody binding to human desmoglein-3; DSG3-coupled beads, scFv-anti-DSG3-GFP binding, flow cytometry; stronger effect = lower value; binding (percent of control), % at 10 µM; hit rate 0.48% among 310,000;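 active = binding more than 3 SD below its plate's average and above zero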; also: some compounds called inactive have numbers as strong as hits
# Target sequence (P32926 whole entry, looked up): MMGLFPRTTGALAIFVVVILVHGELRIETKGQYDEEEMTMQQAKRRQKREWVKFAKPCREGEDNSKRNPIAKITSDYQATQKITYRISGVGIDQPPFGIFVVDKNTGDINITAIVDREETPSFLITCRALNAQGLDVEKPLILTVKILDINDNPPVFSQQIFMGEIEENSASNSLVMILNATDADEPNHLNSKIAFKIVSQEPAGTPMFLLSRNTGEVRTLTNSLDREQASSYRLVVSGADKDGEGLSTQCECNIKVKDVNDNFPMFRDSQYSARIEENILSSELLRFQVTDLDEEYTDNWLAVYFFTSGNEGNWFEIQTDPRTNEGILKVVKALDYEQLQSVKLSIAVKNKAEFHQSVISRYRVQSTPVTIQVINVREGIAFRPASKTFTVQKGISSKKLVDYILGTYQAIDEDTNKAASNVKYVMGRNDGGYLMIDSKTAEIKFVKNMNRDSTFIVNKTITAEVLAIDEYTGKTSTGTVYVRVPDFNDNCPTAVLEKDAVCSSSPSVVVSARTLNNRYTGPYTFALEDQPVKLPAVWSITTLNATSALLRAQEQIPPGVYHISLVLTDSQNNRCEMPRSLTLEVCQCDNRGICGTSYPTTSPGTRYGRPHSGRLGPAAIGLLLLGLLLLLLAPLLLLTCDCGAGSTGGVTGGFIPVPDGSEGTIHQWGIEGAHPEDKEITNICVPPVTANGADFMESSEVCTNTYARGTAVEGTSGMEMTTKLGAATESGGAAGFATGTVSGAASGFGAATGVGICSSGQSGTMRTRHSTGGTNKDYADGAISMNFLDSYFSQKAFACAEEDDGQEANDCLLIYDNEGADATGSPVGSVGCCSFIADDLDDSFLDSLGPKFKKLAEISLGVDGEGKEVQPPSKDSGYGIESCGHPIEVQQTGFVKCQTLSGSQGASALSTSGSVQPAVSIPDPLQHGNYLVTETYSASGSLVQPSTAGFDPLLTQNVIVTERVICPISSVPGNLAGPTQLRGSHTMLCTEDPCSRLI
# E coli growth = counter-screen for AddAB inhibitors: E. coli growth inhibition; E. coli V3065 growth, OD600 absorbance, 18 h; inhibition, % at 11.9 µM; hit rate 0.27% among 330,000; AID 449728;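 active = inhibition above the campaign's mean inhibition across all tested compounds plus 3 SD, cut at about 9.9% in these data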;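 also: uninfected addAB+ strain grown without phage in ampicillin broth; 0% = DMSO wells and 100% = ciprofloxacin 0.95 µg/ml wells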
# PKA-R1A act = activates the PKA-R1A holoenzyme complex. P00514+P68181. PKA-R1A dissociation, Cy5-IP20 fluorescence polarization; scaled: DMSO 0%, 113 µM cGMP 100%. activation, % at 11.4 µM. hit rate 0.083% among 340,000;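 active = percent activation above the mean of all tested compounds plus 3 SD, cut at about 19% in these data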;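 also: higher means more PKAc released from R1A so a rise in polarization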
# MOR-DOR inv ag = inverse agonists of human mu-delta opioid receptor heterodimerization; P35372+P41143; cell-based MOR-DOR heterodimer luminescence, inverse agonism; inhibition, % at 9.3 µM; hit rate 0.21% among 340,000; AID 504357; in the data active = inhibition above about 22%, passing the limit was not always enough;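 also: 0% = cells with DMSO and 100% = wells without cells with DMSO; values of inactives mirror those of a sister screen read the other way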
# An asterisk follows results filed as active; x = not tested or not shown; & = joins results of further samples. Not all compounds are listed. The share of hits here may be higher or lower than overall.
SMILES,SUMO Mot1 rescue,HTR5A inv ctr,HTR5A ag ctr,phage Ecoli inh,MOR-DOR ag,AddAB inh,PfHsp90 yeast 2,Pemphigus Ab inh,E coli growth,PKA-R1A act,MOR-DOR inv ag
Cc1ccc(N2C(=O)NC(=O)/C(=C/c3ccoc3)C2=O)cc1,x,11,-2,1.9,-1.7,x,-22,x,x,-3,9
COC(=O)c1c2[n+](cc3cc(OC)c(OC)cc13)CCc1cc(OC)c(OC)cc1-2,8,-1,8,16*,0.9,0.3,0,107,-0.3,-3,-4
COc1ccc(NC(=O)N2CCC3(CC2)OCCO3)cc1OC,8,-13,-1,4.5,-2.2,3.6,2,101,0.8,-6,12
CCCCCCn1c(=O)c(C(=O)Nc2nc(CC(=O)OCC)cs2)c(O)c2ccccc21,45,9,-3,-1.6,-1.1,0.3,-10,x,-0.3,12,5
Cc1ccc2c(C)cccc2c1,x,-13,3,3.0,-1.4,x,31,101,x,1,7
CC(=NCCCn1ccnc1)c1c(O)n(C)c(=O)n(C)c1=O,-9,3,-4,1.6,-1.5,2.2,-11,100,1.1,3,8
COc1ccc(Cn2c(O)c(C=NCCCn3ccnc3)c(=O)[nH]c2=O)cc1,52,-10,4,2.2,-1.2,6.1,-18,104,1.3,2,6
COc1cc(/C=C2\C(=O)NC(=O)N(c3ccccc3)C2=O)cc(OC)c1O,-19,3,0,4.8,-0.7,3.1,-15,104,0.1,-16,4
O=C(CCN1CC1)OCCOC(=O)CCN1CC1,x,-3,1,2.6,-0.8,x,18,96,x,3,4
CCn1ccnc1CN1CCCC(C(=O)c2cccc(C(F)(F)F)c2)C1 (centres undefined),5,-2,1,1.4,1.8,-1.8,11,96,-3.4,5,-13
CN(C(=O)Cc1ccc2c(c1)OCO2)C1CCCN(Cc2ccccc2F)C1 (centres undefined),-9,-5,1,2.6,0.2,-0.7,-7,117,-2.5,2,-1
Fc1ccc(CNCCc2c[nH]c3ccccc23)cc1,-10,-13,5,0.9,-2.8,6.5,23,113,0.3,5,14
OCCN1C2CCC1CC(O)(c1ccc(F)cc1)C2 (centres undefined),-11,-53,0,3.2,1.4,-0.1,0,88,0.9,4,-8
Cc1ccccc1OP(N)(=O)Oc1ccccc1C,x,-8,5,1.0,-2.0,1.0,1,103,1.8,-5,11
CCCCN1C(=O)NC(=O)C2(Cc3cc(C)ccc3N(C)C2)C1=O (centres undefined),-8,-4,0,0.2,-3.5,2.1,-74,122,1.8,3,15
COc1ccc(-n2c(O)c(C(C)=NCCCn3ccnc3)c(=O)[nH]c2=O)cc1,-35,9,-4,2.0,-3.2,0.5,2,95,0.3,-4,16
COc1ccccc1-n1c(CNCC2CCCO2)nc2ccccc2c1=O (centres undefined),-13,-6,3,2.5,-1.9,-2.1,x,109,-1.1,1,10
COC(=O)C1=C(c2ccc(-c3ccccc3)c(F)c2)C[C@@H]2CC[C@H]1N2C(=O)N1CCCC1,-12,-18,3,1.4,-2.0,1.8,21,104,2.5,1,9
COc1ccc(OC)c(NC2=NCCS2)c1,-3,3,-1,1.9,-0.6,2.0,-15,107,0.6,-3,3
Cc1c(N=Nc2c(O)n(-c3ccc(Br)cc3)c(=O)[nH]c2=O)c(=O)n(-c2ccccc2)n1C,-12,1,8,-1.9,0.6,-1.2,5,116,-1.2,-2,-3
Cc1cccn2c(=O)c3c(nc12)N1CCc2ccccc2C1C1(C3)C(=O)NC(=O)N(C)C1=O (centres undefined),-17,-6,3,3.5,-1.0,-0.4,-22,101,-0.2,-1,5
COc1ccc(CCNCc2ccccn2)cc1OC,-23,-7,0,3.8,-2.6,1.8,x,99,0.1,-18,15
COc1ccc(CC(=O)N2CCN(C)CC2)cc1,x,-4,0,1.8,1.8,-0.3,-3,98,-1.2,8,-9
O=C1NC(=O)C(=Cc2ccc(N3CCOCC3)cc2)C(=O)N1,505*,-8,1,3.8,-2.6,2.4,9,100,-1.1,13,13
C=CC[N+]1(C)CC[C@]23c4c5ccc(O)c4O[C@H]2C(=O)CC[C@@]3(O)[C@H]1C5 (some centres undefined),-9,-14,4,2.1,x,0.2,11,94,0.0,3,x
O=C(O)COc1ccccc1,-4,4,-1,2.4,-2.0,1.4,-32,101,0.3,-2,11
COC(=O)C1=C(c2ccc(F)cc2OCc2ccccc2)C[C@@H]2CC[C@H]1N2C(=O)NC1Cc2ccccc2C1,9,3,4,1.4,2.9,1.3,7,98,-0.4,-8,-16
CC(=NCCCn1ccnc1)c1c(O)n(C2CCCCC2)c(=O)[nH]c1=O,2,2,4,1.7,-0.3,2.3,-3,118,0.7,-14,2
O=C(c1ccc2c(c1)OCO2)C1CCCN(Cc2ccccn2)C1 (centres undefined),11,1,0,-1.9,-1.0,-3.0,-6,80,-1.5,9,5
Cc1ccc(OCCOc2cccc(C=C3C(=O)NC(=O)NC3=O)c2)cc1,7,4,-1,1.8,5.1,-1.0,-9,119,-1.4,-5,-23
O=C(Cn1ncn2c(cc3cc(F)ccc32)c1=O)N1CCC2(CC1)OCCO2,9,4,-2,5.3,-3.7,1.4,-15,100,-0.4,0,19
C=CCn1c(=O)c(C=Nc2cccnc2Cl)c(O)n(CCCC)c1=O,x,14,4,-1.2,-0.2,2.9,10,104,-2.2,0,1
CCOC(=O)[C@@H]1[C@H]2COc3ccc(Br)cc3[C@@H]2N2C(=O)N(c3cccc(C)c3)C(=O)[C@]12C,-12,-40,2,1.3,-2.3,2.3,-5,92,-2.2,-5,13
CC(=O)N1CCN(CCN=Cc2c(O)n(-c3ccc(C)cc3)c(=S)[nH]c2=O)CC1,6,-1,0,2.3,-1.0,-0.4,-6,112,0.4,10,5
Cc1cccc(N2C(=O)/C(=C/N3CCN(C(=O)c4ccco4)CC3)C(=O)NC2=S)c1,4,12,3,1.9,0.6,1.5,-4,100,-1.4,-6,-4
CCC(=O)OC1CCC2C3CCC4CC(=O)C=CC4(C)C3CCC12C (centres undefined),x,-6,2,2.2,4.1,x,21,93,x,-8,-21
O=C1/C(=C\c2cc3c(cc2Br)OCO3)N2CCC1CC2,-29,10,-1,x,-2.0,4.8,1,110,2.5,2,10
CC(=NCCCN1CCOCC1)c1c(O)n(-c2ccccc2C)c(=O)[nH]c1=O,-8,2,9,3.9,0.1,6.7,23,x,1.3,-6,-1
Cc1cc(OC(=O)c2ccco2)c2c3c(c(=O)oc2c1)CCCC3,21,2,-1,4.1,-2.4,3.8,-13,103,3.6,-5,12
O=C(Cn1nc(-c2ccccc2)ccc1=O)N1CCC2(CC1)OCCO2,-6,-1,1,-0.2,-2.2,-0.8,18,108,0.2,0,11
O=C(C1CC(c2ccccc2O)=NO1)N1CCC2(CC1)OCCO2 (centres undefined),8,-26,-1,1.4,2.4,3.1,4,106,0.7,-4,-13
CCOc1ccc(CNCCc2ccc3c(c2)OCO3)cc1,9,12,-3,-3.0,-0.1,0.7,4,123,0.8,0,0
CC(C)C[C@H]1C(=O)N2CCCC2[C@]2(O)O[C@](NC(=O)[C@@H]3C=C4c5cccc6[nH]cc(c56)CC4N(C)C3)(C(C)C)C(=O)N12 (some centres undefined),-8&-7,-22,6,x,5.7,-0.1,-2,92,-3.4,-14,-31
CCOP(=O)(OCC)C(O)c1cccc([N+](=O)[O-])c1 (centres undefined),-3,-12,3,2.9,0.1,-0.9,-5,103,-4.0,-6,-1
O=c1[nH]c(=S)n(C2CC2)c(O)c1/C=N/Nc1cccc2ccccc12,-16,2,1,2.5,6.5,-1.0,-2,111,-4.9,-7,-35

# Reprinted from the part before: 3 compounds, followed by the next part.
SMILES,SUMO Mot1 rescue,HTR5A inv ctr,HTR5A ag ctr,phage Ecoli inh,MOR-DOR ag,AddAB inh,PfHsp90 yeast 2,Pemphigus Ab inh,E coli growth,PKA-R1A act,MOR-DOR inv ag
CC(C)C[C@H]1C(=O)N2CCCC2[C@]2(O)O[C@](NC(=O)[C@@H]3C=C4c5cccc6[nH]cc(c56)CC4N(C)C3)(C(C)C)C(=O)N12 (some centres undefined),-8&-7,-22,6,x,5.7,-0.1,-2,92,-3.4,-14,-31
CCOP(=O)(OCC)C(O)c1cccc([N+](=O)[O-])c1 (centres undefined),-3,-12,3,2.9,0.1,-0.9,-5,103,-4.0,-6,-1
O=c1[nH]c(=S)n(C2CC2)c(O)c1/C=N/Nc1cccc2ccccc12,-16,2,1,2.5,6.5,-1.0,-2,111,-4.9,-7,-35
CN(C)C1(CNC(=O)Nc2ccc(Cl)c(Cl)c2)CCCCC1,11,-19,7,0.9,67*,3.6,-8,115,1.1,-6,-358
O=C(CCNS(=O)(=O)c1ccccc1)Nc1ccc(Cl)cc1C(=O)c1ccccc1,-2,-11,-1,1.7,1.7,-0.9,16,96,-0.9,3,-11
CCN1CCC2(CCNC2)C1 (centres undefined),-5,7,2,3.2,-3.1,-1.1,x,104,-0.7,3,14
C=CCN1C(=O)/C(=C/c2cc(C)n(-c3cccnc3)c2C)C(=O)NC1=S,4,-28,2,1.9,-1.7,2.2,-15,123,-2.6,-7,10
O[C@@H]1CCCC[C@H]1N1CCC(c2ccccc2)CC1,734,-20,6,3.5,-0.6,-0.6,1,108,0.3,-4,3
CCOc1cc(C2NCc3ccccc3-n3cccc32)ccc1OC (centres undefined),-19,0,0,0.4,1.0,0.0,-9,94,-0.5,2,-5
COC(=O)C1=C(c2cccc(OCc3ccccc3)c2)C[C@@H]2CC[C@H]1N2C(=O)NCCOc1ccc(OC)cc1,0,-17,6,2.4,-0.7,-0.1,1,105,-0.7,-5,4
CCOC(=O)C1(CCc2ccccc2)CCN(C2CCSCC2)CC1,232,7,-3,4.6,1.9,1.2,14,101,-0.5,-14,-10
COC(=O)C1=C(c2cccc(OCc3ccccc3)c2)C[C@@H]2CC[C@H]1N2C(=O)NCc1ccccc1,-9,-7,3,0.2,-1.9,0.6,6,98,-1.4,2,11
CC(=NCCC(c1ccccc1)c1ccccc1)c1c(O)n(C)c(=O)n(C)c1=O,20,3,-3,5.6,-1.2,0.9,-4,x,-1.5,9,6
COc1ccc(CN2C(=O)NC(=O)/C(=C\c3cc(OC)c(OC)c(OC)c3)C2=O)cc1,2,-28,-14,3.2,-1.4,-0.3,-10,104,-1.9,7,7
CCOC(=O)C(NC(=O)C(Cc1ccc(N(CCCl)CCCl)cc1)NC(C)=O)C(C)C (centres undefined),-20,-12,5,-2.3,1.2,2.0,33,x,0.8,-2,-5
CSCCC(N=Cc1c(O)n(-c2ccc(Br)cc2)c(=O)[nH]c1=O)C(=O)OC(C)(C)C (centres undefined),276,-26,11,2.0,-0.4,3.2,x,107,0.7,5,2
O=P(C(Cl)Cl)(N1CCOCC1)N1CCOCC1,14,-3,-1,1.4,1.7,0.2,-1,124,-2.5,1,-14
COC(=NC1CCCC1)C(O)c1c[nH]c2ccccc12 (centres undefined),19,-4,3,5.9,-0.1,1.8,63,x,-0.9,-1,1
Cc1ccc(OP(=O)(Nc2cccc(C)c2)Oc2ccc(C)cc2)cc1,-12,16,-4,2.6,9.6,0.0,-3,102,1.0,-1,-43

# Compound activity: PubChem, several laboratories
